tim10-1 inh – growth inhibitors of tim10-1 mutant yeast | actives 2.2% (n = 330,000) | AID 463190 | S. cerevisiae tim10-1 ts strain growth, BacTiter-Glo, 24 h | inhibition, % at 20 µM;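 active = inhibition of at least 40%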;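 also: mutant grown at 25 °C; 0% = DMSO wells with yeast and 100% = wells holding no yeast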
beta cell repl – inducers of beta-cell replication in MIN6 cells; actives 0.29% (n = 330,000); MIN6 cells proliferation, ATPlite luminescence, 48 h; cells starved in 0.2% serum; 100% = growth in 10% serum; proliferation, % at 10 µM; AID 2380;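 active = compounds whose signal lies at least 3.5 SD above the mean of all wells on their plate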;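 also: 0% = DMSO-treated cells in low-serum medium and 100% = 10% serum control; some compounds called inactive have numbers as strong as hits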
tim23-1 inh – growth inhibitors of tim23-1 mutant yeast; S. cerevisiae tim23-1 growth, BacTiter-Glo luminescence, 24 h; AID 463212; actives 1.3% (n = 330,000); inhibition, % at 20 µM;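 active = growth inhibition of the mutant yeast at or above 50%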;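 also: temperature-sensitive mutant grown at 25 °C; plate controls were DMSO-treated mutant yeast for no effect and medium wells lacking yeast for full effect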
APJ agonist – APJ receptor agonism; P35414; CHO-K1 APJ PathHunter beta-arrestin, luminescence; 0% DMSO wells, 100% apelin; activation, % at 20 µM; actives 0.11% (n = 330,000);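 active = activation more than six SD over the plate average, tested at 20 µM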;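 also: 0% = DMSO alone and 100% = apelin-13 at 10 nM; some results filed as inactive read as strong as hits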
Target sequence (P35414 whole entry, looked up): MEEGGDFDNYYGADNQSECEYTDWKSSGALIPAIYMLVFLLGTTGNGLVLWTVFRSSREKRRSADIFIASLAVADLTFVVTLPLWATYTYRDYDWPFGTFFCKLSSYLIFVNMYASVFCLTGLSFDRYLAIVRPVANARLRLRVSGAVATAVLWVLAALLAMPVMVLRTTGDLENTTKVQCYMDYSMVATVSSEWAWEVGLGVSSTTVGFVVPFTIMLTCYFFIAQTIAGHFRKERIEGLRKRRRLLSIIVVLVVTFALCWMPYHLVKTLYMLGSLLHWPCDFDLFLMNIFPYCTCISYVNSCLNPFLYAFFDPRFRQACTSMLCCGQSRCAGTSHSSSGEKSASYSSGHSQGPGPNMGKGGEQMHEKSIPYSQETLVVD
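Test system – PathHunter CHO-K1 APJ (AGTRL-1) beta-arrestin reporter cells · Input – 1000 cells/well · Compound – single test compound dose, 20 µM final, 1% DMSO · Times – compound stimulation 90 min at 25 °C, detection 60 min · Technique – beta-gal luminescence · Read-out basis – APJ–arrestin association signal · Control set – negative DMSO alone, positive Apelin-13 at 10 nM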
NLRP3 yeast inh – inhibitors of NALP3 inflammasome in yeast; Yeast reconstituted NLRP3/ASC/caspase-1, beta-gal luminescence, 24 h; inhibition, % at 10 µM; actives 0.39% (n = 330,000);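 active = inhibition of 50% or more; inactive = inhibition below 50%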;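 also: plate controls were induced DMSO wells for no effect and uninduced yeast grown without galactose for full effect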
TIM10 inh – growth inhibitors of TIM10 yeast strain. actives 1.4% (n = 330,000). AID 463195. inhibition, % at 10 µM. S. cerevisiae TIM10 strain growth, BacTiter-Glo luminescence, 24 h;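 active = inhibition of 40% or more at the single tested concentration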;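 also: wild-type TIM10 isogenic control strain grown at permissive 25 °C; 0% = DMSO yeast wells and 100% = minimal medium wells without yeast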
NR3A LBD binder – modulators (binders) of human NR3A ligand-binding domain | NR3A LBD differential scanning fluorimetry, Tm shift; 0% = protein alone, 100% = glycine-bound protein | actives 2.5% (n = 340,000) | Tm shift relative to glycine control, % at 25 µM;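 active = melting temperature shift of at least 10% of the positive control shift, at one fixed dose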
MPTP inh – inhibitors of mitochondrial permeability transition pore; isolated mouse mitochondria, Ca2+ swelling absorbance, 30 min; inhibition, % at 10 µM; actives 1.4% (n = 360,000); AID 602449;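 active = inhibition of 50% or more, scaled per plate between neutral and stimulator controls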;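 also: 0% = DMSO wells given calcium and 100% = 1 mM EGTA wells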
APJ antag – antagonists of human APJ apelin receptor; P35414; CHO-K1 APJ beta-arrestin complementation, luminescence; inhibition, % at 20 µM; actives 0.32% (n = 330,000);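 active = inhibition above about 40% at 20 µM, limit read from the data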;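 also: cells challenged with 10 nM apelin-13 agonist together with compound; plate controls were apelin-13 plus DMSO wells for no effect and DMSO wells lacking apelin-13 for full effect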
An asterisk follows results filed as active; & = joins results of further samples.

cpd	SMILES	tim10-1 inh	beta cell repl	tim23-1 inh	APJ agonist	NLRP3 yeast inh
1	CCOc1ccccc1N(C)C(=O)CCS(=O)(=O)c1ccc2c(c1)NC(=O)C(C)S2 (stereo not given)	18	-2	19	1	10
2	O=C(CS(=O)CC(=O)Nc1cccc2c1CCCC2)Nc1ccc(F)cc1 (stereo not given)	12	0	-1	-6	13
3	COc1cccc(N2CCN(C(=O)c3cc(-c4ccc(F)cc4)[nH]c3C)CC2)c1	50*	-3	39	-1	-5
4	Cc1ccccc1NC(=O)CN(C)S(=O)(=O)c1cccc2cccnc12	30	-3	17	0	-1
5	CCCN(C(=O)C1CSC2(C)CCC(=O)N12)c1c(N)n(Cc2ccccc2)c(=O)[nH]c1=O (stereo not given)	7	1	-6	-2	-1
6	COc1cc(C)ccc1OCCOCCOc1cc(C)c(C)cc1Br	9	-4	4	-2	13
7	Cc1noc(C)c1CSc1nc2cc(S(=O)(=O)N3CCOCC3)ccc2o1	12	-2	12	-3	11
8	CCN1CCN(Cc2ccc(NC(=O)c3cc(NC(=O)c4cncc(-c5cccs5)c4)cc(OC)c3)cc2C(F)(F)F)CC1	24	-9	18	2	10
9	Cc1ccccc1OCC(=O)Nc1cc(S(=O)(=O)N2CCCCC2)ccc1N1CCN(C)CC1	2	0	4	0	2
10	Cc1ccc(S(=O)(=O)NCc2ccc(C(=O)N3CCc4ccccc4C3)cc2)cc1	47*	0	38	2	11
11	Cn1cccc1CC(=O)N/N=C/c1ccc(C(C)(C)C)cc1	27	-2	24	1	14
12	CCOC(=O)C1(Cc2cccc(F)c2)CCN(CCCn2cccn2)CC1	-6	-2	-12	0	3

cpd	TIM10 inh	NR3A LBD binder	MPTP inh	APJ antag
1	7	-1	0.6	-2
2	-3	5	0.8	1
3	21	-11	-0.4	-2
4	8	0	0.3	-7
5	4	0	-0.3	11
6	12	9	1.2	-3
7	6	-1	-7.0	18
8	5	0	-3.6	-18
9	5	-1	-0.7	0
10	28	-1	-0.4	-1
11	11	-3	1.6	-17
12	-8	1	1.0	2

Carrying on:
cpd	SMILES	tim10-1 inh	beta cell repl	tim23-1 inh	APJ agonist	NLRP3 yeast inh
13	CC(C(=O)NCCC1=CCCCC1)N1C(=O)c2ccccc2C1=O (stereo not given)	29	0	24	-2	13
14	CC(c1ccccc1)n1cc(C(=O)NCCCn2ccnc2)nn1 (stereo not given)	10	-1	6	3	14
15	CC(C)CCNC(=O)CN(Cc1ccc(F)cc1)C(=O)CCC(=O)Nc1ccccn1	16	0	14	0	11
16	Cc1nc(Sc2ccc(Br)cc2)c(C#N)c(C)c1[N+](=O)[O-]	8	-6	18	5	-9
17	COc1cccc(CNCc2ccccn2)c1OC	-3	-1	-4	-4	4
18	CCOC(=O)N1CCN(C(=O)c2ccc3c(c2)N(Cc2ccccc2)CCS3)CC1	30	-4	26	-2	13
19	O=C(N/N=C/c1ccc([N+](=O)[O-])cc1)c1cc(C2CC2)nc2ccccc12	3	-3	2	7	12
20	COc1ccc(NC(=O)NNC(=O)C(C)Oc2ccc3ccccc3c2)cc1OC (stereo not given)	2	-2	6	-1	16
21	Cc1ccc(S(=O)(=O)N2CCOCC2)cc1NC(=O)CSc1nnc(N)s1	-1	-2	15	-1	6
22	CCn1c(SCC(=O)Nc2nncs2)nnc1-c1ccco1	-12	0	8	3	17
23	CCN1C(=O)c2ccccc2S(=O)(=O)c2ccc(C(=O)N3CCOCC3)cc21	-8	-1	-11	-1	6
24	COc1ccccc1C(=O)Nc1ccnn1C1CCN(C/C=C/c2ccccc2)CC1	13	-4	15	2	16

cpd	TIM10 inh	NR3A LBD binder	MPTP inh	APJ antag
13	29	1	-1.3	17
14	-10	1	0.9	7
15	-8	-3	0.2	12
16	19	-1	-0.6	12
17	-3	1	1.1	0
18	8	-4	2.1	14
19	14	0	11	-14
20	6	1	-0.3	8
21	10	-1	-2.3	-9
22	-10	-1	-0.6	-3
23	-19	-2	0.0	28
24	9	13*	-0.8	-10

Sorted by number of heavy atoms (descending): part of the list above
cpd	SMILES	tim10-1 inh	beta cell repl	tim23-1 inh	APJ agonist	NLRP3 yeast inh
23	CCN1C(=O)c2ccccc2S(=O)(=O)c2ccc(C(=O)N3CCOCC3)cc21	-8	-1	-11	-1	6
19	O=C(N/N=C/c1ccc([N+](=O)[O-])cc1)c1cc(C2CC2)nc2ccccc12	3	-3	2	7	12
14	CC(c1ccccc1)n1cc(C(=O)NCCCn2ccnc2)nn1 (stereo not given)	10	-1	6	3	14

cpd	TIM10 inh	NR3A LBD binder	MPTP inh	APJ antag
23	-19	-2	0.0	28
19	14	0	11	-14
14	-10	1	0.9	7

(listing goes on)
cpd	SMILES	tim10-1 inh	beta cell repl	tim23-1 inh	APJ agonist	NLRP3 yeast inh
25	S=C(Nc1ccc(Cl)cc1)N1CCN(C2CCCCC2)CC1	7	-1	20	-1	26
26	Cc1cccc(NC(=O)CSCC(=O)N(C)CC(=O)Nc2cccc(F)c2)c1	-12	0	9	-4	4
27	CC(NC(=O)CCCN1C(=O)c2ccccc2C1=O)c1ccc2c(c1)CCCC2 (stereo not given)	35	-1	15	-2	17
28	Cc1ccc(C)c(S(=O)(=O)N2CCN(CC(=O)NC(C)c3ccccc3)CC2)c1 (stereo not given)	11	-3	24	-2	13
29	O=C(CSc1ccccc1)N1CCC(N2CCC(C(=O)N3CCCC3)CC2)CC1	8	0	20	-2	0
30	CCN(CC)S(=O)(=O)c1cccc(C(=O)N/N=C(\C)c2ccc(O)cc2O)c1	16	-6	-35	-1	1
31	COC(=O)C(NS(=O)(=O)c1ccc(NC(C)=O)cc1)C(C)C (stereo not given)	3	1	22	2	-8
32	Cn1c(SCC(=O)N2CCCC2)nnc1-c1cccs1	-15	-1	2	2	12
33	CN(c1cccc(NC(=O)CN(c2cccc(Cl)c2)S(=O)(=O)c2ccc(Cl)cc2)c1)S(C)(=O)=O	18	0	20	3	8
34	Cc1cc(C(=O)O)c2ccccc2n1	14	1	6	-5	9
35	Cc1ccc(C(=O)/C=C/c2c[nH]c3ccccc23)cc1	44*	-4	80*	3	38
36	NNc1nccc(Nc2ccccc2C(=O)O)n1	1	-3	7	0	12

cpd	TIM10 inh	NR3A LBD binder	MPTP inh	APJ antag
25	9	0	0.8	-1
26	2	6	0.2	13
27	3	0	-0.5	-2
28	21	4	0.1	-1
29	-4	-1	0.2	2
30	19	-3	4.1	-18
31	2	-4	-0.8	9
32	5	-2	1.6	12
33	6	4	17	-5
34	11	-1	-1.9	10
35	36	28*	6.7	-5
36	-16	-2	1.2	-6

Next part
cpd	SMILES	tim10-1 inh	beta cell repl	tim23-1 inh	APJ agonist	NLRP3 yeast inh
37	Cn1c(C(=O)O)c(C=O)c2ccccc21	-1	-2	12	-4	17
38	COc1ccc(N2CCN(C(=O)c3ccc(Br)o3)CC2)cc1	17	-1	23	-4	7
39	O=C(NCC12CC3CC(CC(C3)C1)C2)c1nn2c(c1Cl)NC(c1ccco1)CC2C(F)(F)F (stereo not given)	6	-3	-11	5	9
40	O=C(/C=C/c1ccc([N+](=O)[O-])cc1)Oc1ccc(/C=N/NC(=O)c2ccncc2)cc1	1	-3	-21	7	-3
41	Cc1cccn2c(=O)c3cc(C#N)c(=NC(=O)c4ccco4)n(Cc4ccco4)c3nc12	2	2	16	-4	6
42	COCCN1CC(C(=O)NCc2ccccc2-n2ccnc2C)CCC1=O (stereo not given)	-7	-2	0	-4	7
43	COc1ccc(-n2c(SC(C)C(=O)N3CCOCC3)nc3ccccc3c2=O)cc1 (stereo not given)	13	-2	-1	2	21
44	CC(=O)Nc1c(C(=O)O)oc2ccccc12	-2	1	6	-2	12
45	NC(=O)Nc1ccccc1C(=O)NCCc1ccccc1	14	0	-2	0	13
46	O=C(NCc1ccc(Cl)cc1)C1CCCCN1S(=O)(=O)c1ccccc1 (stereo not given)	14	-2	26	0	10
47	CCN(C(=O)COC(=O)c1ccc[nH]c1=O)c1cccc2ccccc12	11	3	16	-2	0
48	O=C(NCc1ccc2c(c1)OCO2)C1CC(=O)N(c2ccc(O)cc2)C1 (stereo not given)	0	-1	16	0	-3

cpd	TIM10 inh	NR3A LBD binder	MPTP inh	APJ antag
37	-9	0	-1.3	-14
38	5	0	-0.6	0
39	6	-3	-2.2	-9
40	-14	-1	-1.2	-4
41	2	6	5.8	8
42	5	-1	-0.7	-1
43	15	2	-0.4	22
44	-2	0	-0.6	4
45	0	-3	-1.7	-5
46	-4	0	-1.2	-5
47	1	0	0.3	2
48	-4	0	-0.2	4

An excerpt from above, reduced to TIM10 inh, NR3A LBD binder and beta cell repl:
no.	mol	TIM10 inh	NR3A LBD binder	beta cell repl
45	NC(=O)Nc1ccccc1C(=O)NCCc1ccccc1	0	-3	0
46	O=C(NCc1ccc(Cl)cc1)C1CCCCN1S(=O)(=O)c1ccccc1 (stereo not given)	-4	0	-2
47	CCN(C(=O)COC(=O)c1ccc[nH]c1=O)c1cccc2ccccc12	1	0	3

Carrying on.
cpd	SMILES	tim10-1 inh	beta cell repl	tim23-1 inh	APJ agonist	NLRP3 yeast inh
49	COc1ccc(N=C2SC(CC(=O)Nc3ccccc3)C(=O)N2CCc2ccccn2)cc1 (stereo not given)	17	0	23	2	12
50	C/C(=N\Nc1nc(N2CCOCC2)nc(N2CCOCC2)n1)c1cccc([N+](=O)[O-])c1	12	-1	-2	-3	14
51	N=c1c(S(=O)(=O)c2ccc(Br)cc2)cc2c(=O)n3ccccc3nc2n1Cc1ccccc1	9	-3	2	-5	4
52	CCCNC(C)(C)COC(=O)c1ccccc1	-17	-1	6	-5	2
53	Cc1ccc(C(=O)NC(=O)CSc2ncccc2C(=O)O)cc1	-5	-3	5	-1	-3
54	Cc1noc(C)c1NC(=O)N(C)C[C@H]1Oc2c(NC(=O)Cc3ccccc3)cccc2C(=O)N([C@H](C)CO)C[C@@H]1C	18	-2	11	-1	17
55	Cc1ccc(S(=O)(=O)N(C)C)cc1NC(=O)CSc1nc2ncc(Cl)cc2[nH]1	11	2	9	1	5
56	CCOc1ccc(OCC)c(NC(=O)CN2CCN(CC(=O)NC(C)C)CC2)c1	3	-2	6	-5	-6
57	COC(=O)c1sc(NC(=O)COc2cccc(C)c2)nc1C	5	-2	28	-3	16
58	c1cncc(COC2CCCN(Cc3nc(-c4cccs4)no3)C2)c1 (stereo not given)	24	-1	14	-5	12
59	CCN(CC)CCNC(=O)c1ccc(NC(C)=O)cc1	12	1	10	3	1
60	O=C(O)c1cc(S(=O)(=O)NC23CC4CC(CC(C4)C2)C3)ccc1Cl	3	3	9	-2	8

cpd	TIM10 inh	NR3A LBD binder	MPTP inh	APJ antag
49	20	-11	1.0	-19
50	21	-2	-0.6	-26
51	0	-14	1.8	17
52	6	3	-0.6	1
53	12	0	-2.3	-40
54	-1	0	-0.3	12
55	-1	-6	2.6	12
56	12	-2	1.1	1
57	10	3	-0.5	6
58	19	0	-0.3	15
59	0	0&-1	1.2&-0.6	7
60	11	0	1.0	20

Screens from PubChem.
